Bioassay records: PubChem, National Center for Advancing Translational Sciences (NCATS)
KB-3-1 tox = qHTS assay for MDR1-selective chemotherapeutics: Primary screen using the parental adenocarcinoma cell KB-3-1 | Potency, µM (doses to about 46.1 µM), for inactives: top-dose activity change, negative = cytotoxic, hits mostly cytotoxic | AID 1347075, 2019 | KB-3-1 viability, CellTiter-Glo ATP luminescence, 72 h | actives 1.4% (n = 400,000); note: potency is the fitted concentration of half-maximal effect; % is set by controls: 0 for no effect and ±100 for the full control effect; nearly all actives have a fitted effect of over 60% in size
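72 h, 37 °C compound treatment of KB-3-1 parental cells; CellTiter-Glo added, 10 min, luminescence read. Data corrected against DMSO-only plates and normalized before curve fitting.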
D3 ag = qHTS of D3 Dopamine Receptor Agonist: qHTS; D(3) dopamine receptor (Homo sapiens), P35462; D3R DiscoveRx beta-arrestin cells, luminescence, 90 min; max activation, %; actives 0.58% (n = 410,000); AID 652048, 2013; in the data active = max activation above about 30%; note: 0% is about no effect; mostly tested at two doses, the higher about 12 µM
Target sequence (P35462 whole entry, looked up): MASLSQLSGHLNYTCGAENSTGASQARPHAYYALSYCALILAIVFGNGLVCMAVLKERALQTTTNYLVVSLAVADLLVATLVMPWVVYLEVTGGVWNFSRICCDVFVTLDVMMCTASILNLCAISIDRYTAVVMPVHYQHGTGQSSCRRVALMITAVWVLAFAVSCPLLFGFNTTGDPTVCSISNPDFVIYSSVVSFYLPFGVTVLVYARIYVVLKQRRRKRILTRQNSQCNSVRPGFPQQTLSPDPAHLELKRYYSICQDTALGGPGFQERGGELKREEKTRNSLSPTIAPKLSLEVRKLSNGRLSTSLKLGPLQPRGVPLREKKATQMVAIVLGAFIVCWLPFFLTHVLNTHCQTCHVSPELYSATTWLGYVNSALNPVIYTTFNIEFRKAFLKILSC
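Agonist-mode cell screen: cells plated at 1500/well and incubated overnight at 37 °C, then exposed to library compounds for 90 min at 37 °C. Detection reagent was added for 30–60 min at room temperature, and luminescence was read.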
HT1080NT lethal = qHTS for induction of synthetic lethality in tumor cells producing 2HG: qHTS for the HT-1080-NT fibrosarcoma cell line. HT-1080-NT fibrosarcoma viability, CellTiter-Glo ATP luminescence, 48 h. Potency, µM (doses to about 46.1 µM), for the others: top-dose activity, negative = less viability, most hits filed as cytotoxic. actives 1.6% (n = 360,000);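 note: NT is the 2HG producing partner of a matched IDH1 knockdown line; potency is the fitted concentration of half-maximal effect; 0% = DMSO-treated cells and -100% = media-only wells without cells; nearly all actives have a fitted effect of over 55% in size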
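HT-1080-NT; 750 cells/well; 5% FBS RPMI; 48 h compound, 37 degrees C; CellTiter-Glo luminescence; curve fitting and curve-class assignment.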
HEK293 tox = qHTS of GLP-1 Receptor Inverse Agonists: Cytotox Screen. HEK293 cAMP-luciferase reporter cells, luminescence, 24 h. Potency, µM (titrated, usually from 38.3 µM), without a hit: at the highest dose activity change, negative = inhibition, most hits filed as inhibitors. actives 0.13% (n = 410,000);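 note: loss of luciferase light is scored as toxicity; potency is the fitted concentration of half-maximal effect; % is set by controls: 0 for no effect and ±100 for the full control effect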
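Cells in DMEM/10% Nu serum/1% pen-strep, 1536-well format. Pre-incubated 12 h, dosed with 23 nL compound, incubated a further 24 h. Luciferase detection, 12 min at room temp, luminescence.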
SW480 rereplic = A quantitative high throughput screen for small molecules that induce DNA re-replication in SW480 colon adenocarcinoma cells; SW480 DNA re-replication, Hoechst DNA content imaging, 48 h; Potency, µM (top dose mostly 46.1 µM), without a hit: top-dose re-replication activation, actives largely listed as activators; actives 1.8% (n = 340,000); note: potency is the fitted concentration of half-maximal effect; % of control where 0% means no effect; nearly all actives have a fitted effect of over 55% in size
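Treated cells incubate 48 hr (37 C, 5% CO2), are stained 40 min with Hoechst, and nuclear fluorescence is enumerated; a rise in nuclei with high DNA signal marks re-replication.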
IL-1B inflam inh = qHTS for Inhibitors of Inflammasome Signaling: IL-1-beta AlphaLISA Primary Screen | AID 743279, 2014 | THP-1 LPS/ATP IL-1B secretion, AlphaLISA, 16 h; active compounds read low | activity change, % at 57.5 µM | actives 4.7% (n = 360,000); in the data active = activity change below about -50%; inconclusive = mostly about -30% to -49%; note: % is set by controls: 0 for no effect and ±100 for the full control effect
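Secreted IL-1B measured by AlphaLISA bead assay after 16 h compound exposure of THP-1 cells; compounds (final up to 57.5 uM) added 1 h before LPS (250 ng/mL) and ATP (1.25 mM) stimulation; lower signal means less secretion.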
KB-V1 MDR tox = qHTS assay for MDR1-selective chemotherapeutics: Primary screen using the drug-selected MDR subline cells KB-V1 | KB-V1 MDR cells viability, CellTiter-Glo, 72 h | Potency, µM (highest dose often 46.1 µM), without a hit: at the highest dose activity change, negative = cytotoxicity, most hits filed as cytotoxic | actives 3.4% (n = 400,000); note: potency is the fitted concentration of half-maximal effect; % is set by controls: 0 for no effect and ±100 for the full control effect; nearly all actives have a fitted effect of over 60% in size
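KB-V1, DMEM (no phenol red) + 10% FBS; cpd pin-transferred, titration series; 72 h, 37 degrees C; CellTiter-Glo, luminescence. Data normalized, curve-fit.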
MCF10A rerep = A quantitative high throughput screen for small molecules that induce DNA re-replication in MCF 10a normal breast cells. Potency, µM (highest dose often 46.1 µM), for the others: at the highest dose activity, positive = re-replication, hits mostly activators. MCF 10A DNA re-replication, Hoechst nuclear intensity, 48 h. actives 2.9% (n = 350,000); note: potency is the fitted concentration of half-maximal effect; % of control where 0% means no effect; nearly all actives have a fitted effect of over 50% in size
HT1080 IDH1KD tx = qHTS for induction of synthetic lethality in tumor cells producing 2HG: qHTS for the HT-1080-IDH1KD cell line. Potency, µM (doses to about 46.1 µM), for the others: at the top dose activity, negative = toxicity, most hits filed as cytotoxic. actives 2% (n = 360,000). AID 686971, 2013. HT-1080 IDH1 knockdown viability, ATP luminescence, 48 h;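 note: potency is the fitted concentration of half-maximal effect; 0% = DMSO wells and -100% = cell-free medium wells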
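HT-1080-IDH1KD cells (IDH1 knocked down), 750/well in RPMI with 5% FBS, treated with compound 48 h at 37 degrees C. Viability by CellTiter-Glo luminescence, normalised to DMSO and no-cell wells; concentration-response curves classed.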
Numbers without * were called inactive; i = inactive; ? = inconclusive; . = no result given; [ ] = remark or other dose. Unless noted, calls come from the whole dose curve; as a rule, active = well fitted curve in the direction sought with a large enough effect; inconclusive = small, poorly fitted or top-dose-only effect, or another doubt; inactive = no such curve, though single readings can be large; an effect the other way counts as inactive or inconclusive.

SMILES	KB-3-1 tox	D3 ag	HT1080NT lethal	HEK293 tox	SW480 rereplic	IL-1B inflam inh	KB-V1 MDR tox	MCF10A rerep	HT1080 IDH1KD tx
CC12CCC(=O)N1C(C(=O)Nc1nc3ccc(S(C)(=O)=O)cc3s1)CS2 (stereo not given)	-3%	1	18%	-4%	-27%	-1	-1%	11%	12%
Cn1c(=O)c2c(SCc3cccc(C(F)(F)F)c3)nc(-c3ccco3)nc2n(C)c1=O	-11%	-7	9%	-8%	2%	8	?	?	4%
COc1ccccc1S(=O)(=O)NCc1ccc(C(=O)N(C)Cc2ccc(F)cc2)cc1	0%	10	-12%	-16%	-7%	14	?	-4%	-7%
Cc1cc(=O)oc2cc3c(cc12)OCCN3	-4%	-3	14%	.	?	7	5%	8.2µM*	16%
COc1ccc([N+](=O)[O-])cc1NC(=O)C1C2C=CC(C2)C1C(=O)O (stereo not given)	0%	4	4%	4%	-1%	29	-31%	5%	2%
COC(=O)c1ccc(NC(=O)Cn2c([N+](=O)[O-])cnc2C)cc1	-3%	3	9%	9%	-10%	25	9%	11%	5%
Cc1nn(-c2ccc(F)cc2)c(C)c1CN1CCN(CCC(C)C)C(CCO)C1 (stereo not given)	-2%	-13	9%	9%	2%	-24	-3%	0%	19%
COc1cc(/C=C2\CCc3ccccc3C2=O)cc(OC)c1OC	?	0	-13%	0%[1.53 µM]	?	-101*	?	?	?
CC(C)CCn1c(S(=O)(=O)O)nc2ccccc21	19%	1	13%	0%	8%	10	?	1%	17%
COc1ccc(Nc2nc(CC(C)=O)ns2)cc1	0%	-6	0%	-2%	-6%	0	-2%	-1%	-1%
COc1cccc(/C=C/C(=O)OCC(=O)Nc2ccc3c(c2)OCCO3)c1	1%	0	8%	5%	.	1	20%	.	1%
O=C(NCc1ccco1)C1CCCN1C(=O)Nc1ccccc1Cl (stereo not given)	2%	-4	28%	2%	0%	6	12%	-1%	7%
Cc1c(Cl)cccc1NC(=O)CSC(C)c1nc2ccccc2c(=O)[nH]1 (stereo not given)	-1%	4	-9%	-13%	-3%	i	?	-3%	-4%
CCC(C)NC(=O)CCS(=O)(=O)c1ccc(Br)s1 (stereo not given)	11%	4	6%	3%	-7%	-2	-28%	0%	1%
O=C(c1ccsc1)N1CCCC(Nc2cccc(F)c2)C1 (stereo not given)	-7%	4	1%	-7%	-5%	8	-12%	-1%	0%
Cc1ccc(C(=O)Nc2ccc(Oc3ccc(C(=O)O)c(C(=O)O)c3)cc2)cc1C	-30%	2	3%	25%	6%	12	-25%	-1%	1%
CC(C)c1nc(N2CCOCC2)c(C#N)c2c1COC(C)(C)C2	?	2	-8%	-2%	-5%[9.22 µM]	60	?	-1%	-12%
O=C(Nc1ccc(F)c(Cl)c1)Nc1cnccn1	0%	-15	6%	2%	5%	-25	3%	-10%	9%
O=c1c2ccccc2oc2nc(-c3ccco3)n(-c3ccccc3)c(=O)c12	-2%	-10	17%	0%	-19%	9	0%	10%	8%
COc1ccc(CNC(=O)CSc2nc3ccc(N)cc3s2)cc1	?	-4	-3%	-7%	11%	11	-14%	1%	0%
Cc1ccc(C)c(NC(=S)N2CCC(NC(=O)c3ccc(F)cc3)CC2)c1	-2%	16	1%	-17%	0%	26	-20%	5%	-1%
O=C(Nc1nccs1)C1CCCN(S(=O)(=O)c2cccc3cccnc23)C1 (stereo not given)	7%	6	-8%	-8%	0%	-13	-1%	-4%	-2%
Cn1c(=N)n(CC(O)c2ccco2)c2ccccc21 (stereo not given)	-1%	-2	7%	-6%	2%[9.22 µM]	5	16%	-4%	14%
O=C(COc1ccc(C(=S)N2CCOCC2)cc1)N1CCOCC1	.	-2	-8%	21%	-2%	17	.	8%	-5%
O=C(OCC(=O)c1ccc[nH]1)c1ccc2ccccc2n1	-13%	-1	0%	5%	-6%	46	7%	-3%	-1%

Profiles from above:
O=C(Nc1nccs1)C1CCCN(S(=O)(=O)c2cccc3cccnc23)C1 (stereo not given) is listed as KB-3-1 tox = 7%; D3 ag = 6; HT1080NT lethal = -8%; HEK293 tox = -8%; SW480 rereplic = 0%; IL-1B inflam inh = -13; KB-V1 MDR tox = -1%; MCF10A rerep = -4%; HT1080 IDH1KD tx = -2%
CC12CCC(=O)N1C(C(=O)Nc1nc3ccc(S(C)(=O)=O)cc3s1)CS2 (stereo not given) is listed as KB-3-1 tox = -3%; D3 ag = 1; HT1080NT lethal = 18%; HEK293 tox = -4%; SW480 rereplic = -27%; IL-1B inflam inh = -1; KB-V1 MDR tox = -1%; MCF10A rerep = 11%; HT1080 IDH1KD tx = 12%

Carrying on:
SMILES	KB-3-1 tox	D3 ag	HT1080NT lethal	HEK293 tox	SW480 rereplic	IL-1B inflam inh	KB-V1 MDR tox	MCF10A rerep	HT1080 IDH1KD tx
COC(=O)CN1C(=O)c2cccc3cccc1c23	14%	-6	-1%	74%[activator]	-1%	6	-12%	8%	19%
O=C(Nc1ccc2c(c1)N(C1CCCC1)C(=O)c1ccccc1S2)c1ccc(F)cc1	?	-2	.	23%	.	.	?	.	.
O=C(Cn1nc(Cc2cccnc2)c2ccccc2c1=O)NCCCN1CCCC1=O	1%	-4	3%	-12%	2%	6	2%	-1%	9%
COc1ccc(NC(=O)CCCn2nc(C)c3sc4ccccc4c3c2=O)cc1	5%	-2	.	2%	.	.	-18%	.	.
Cc1ccc(S(=O)(=O)Nc2ccccc2N2CCCCC2)cc1	?	0	?	-23%	?	54	?	16µM*	?
Cc1ccc(NC(=O)c2cc(-n3cnnc3)ccc2Cl)cc1	-19%	15	6%	2%	-2%	-7	-24%	28%	11%
Cc1cc([N+](=O)[O-])c(N2CCC[C@@H]2C(=O)O)c([N+](=O)[O-])c1	8%	3	11%	-21%	-7%	23	-3%	1%	13%
CCOc1ccc(NC(=O)C2CSC(c3ccncc3)=N2)cc1 (stereo not given)	-13%	-6	-6%	14%	2%	-11	-11%	-2%	0%
O=C(O)CCCn1nc(C(F)(F)F)c2c1CCCCC2	0%	-7	12%	0%	0%	-3	9%	1%	7%
Cc1ccnc(NS(=O)(=O)c2cc(-c3cc(C)no3)ccc2C)c1	7%	12	.	3%	.	.	7%	.	.
COc1ccc(O)c(C(=O)c2cnn(C(=O)c3ccc(C)cc3)c2)c1	-4%	-2	5%[9.24 µM]	-9%	-3%	-9	?	15%	-2%
O=C1c2ccccc2C(O)(Cc2ccccc2)N1C1CCCCC1 (stereo not given)	-13%	-3	1%	4%	1%	11	?	11%	-1%
Nc1c(-c2ccccc2)nc(Cl)nc1-c1ccccc1	-28%	1	2%	85%[activator]	1%	-4	?	10%	1%
COc1ccc([C@H]2C[C@H](n3cc(COC(=O)c4ccccc4)nn3)[C@@H](O)CN2C(=O)c2cccs2)cc1	19%	3	3%	-13%	.	5	2%	.	4%
CCN(C(=O)COC(=O)CCCc1c[nH]c2ccccc12)c1c(N)n(Cc2ccccc2)c(=O)[nH]c1=O	21%	-4	2%	4%	-27%	11	?	-5%	-5%
Cc1ccc(/C=N/NC(=O)c2c(C)nc3ccc(Br)cn23)cc1	1.5µM*	-9	1.3µM*	-25%	1.5µM*	71	1.3µM*	?	0.58µM*
CCCCNc1nc2sc3c(c2c(=O)n1-c1cccc(Cl)c1)CCN(C)C3	-12%	-9	-17%	-29%	-4%	-24	0%	?	-21%
COc1ccc(CCNC(=O)c2ccc(NS(=O)(=O)c3c(C)noc3C)cc2)cc1OC	13%	1	2%	0%	1%	5	28%	-2%	0%
CC(=O)c1ccc(S(=O)(=O)N2CCC3(CC2)OCCO3)cc1	0%	0	0%	1%	2%	5	4%	1%	2%
O=[N+]([O-])c1ccc(Sc2cccc[n+]2[O-])c2nonc12	?	-60	0.15µM*	-103%	?	-98*	?	?	0.58µM*
Cc1ccccc1NC(=O)c1ccc(NC(=O)C2CCCO2)cc1 (stereo not given)	10%	16	19%	-1%	-3%	-20	-8%	-3%	17%
O=C(Cn1c(N2CCN(c3ccccc3)CC2)nc2ccccc21)c1ccccc1	-1%	11	-7%	-6%	4%	-20	-4%	-1%	-1%
O=C(O)Cn1c(=S)sc2ccccc21	9%	-1	-6%	8%[7.66 µM]	1%	61	23%	-1%	4%
O=C(NN1CCOCC1)c1cccc(COc2cccc(Br)c2)c1	-9%	3	-26%	-6%	-10%	-15	-22%	-4%	-22%
CCc1ccccc1NC(=O)c1ccc(S(=O)(=O)N2CCCC2)cc1	2%	3	10%	-11%	-62%[inhibitor]	3	-7%	19%	-1%

Going on with the list.
SMILES	KB-3-1 tox	D3 ag	HT1080NT lethal	HEK293 tox	SW480 rereplic	IL-1B inflam inh	KB-V1 MDR tox	MCF10A rerep	HT1080 IDH1KD tx
O=C1CCCN1CN(C(=O)c1ccccc1)c1ccccc1	-4%	5	15%	4%	-15%	23	-19%	0%	15%
CN(c1ccccc1)C(CNS(=O)(=O)c1ccccc1)c1ccccc1 (stereo not given)	-17%	7	.	8%	.	.	-26%	.	.
CC(CNC(=O)Cc1ccc(NC(=O)N2CCSc3ncccc32)cc1)c1ccccc1 (stereo not given)	-5%	-6	.	0%	.	.	13%	.	.
Cc1cc(N=Nc2ccccc2)c(NCC(O)C(O)C(O)CO)cc1C (stereo not given)	4%	-7	-29%	?	-7%	?	0%	-7%	-15%
O=C(c1ccc(Cl)cc1)C1CCCN(C(=O)/C=C/c2ccccn2)C1 (stereo not given)	-1%	0	6%	11%	0%	-8	?	0%	0%
O=C(O)c1cc(NC(=O)c2cccc(C(=O)Nc3cc(C(=O)O)cc(C(=O)O)c3)c2)cc(C(=O)O)c1	15%	-4	-17%	-9%	-5%	0	10%	-1%	12%
